Source: PubChem BioAssay
HUVEC prolif 384 – human endothelial cell proliferation inhibition; 86,000 tested, 1.1% active; viability, % at 10 µM (by protocol); AID 648; HUVEC proliferation, CellTiter-Glo luminescence, 72 h; hits give low values;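 active = viability at or below 30%; inactive = viability above 30%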;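 also: 100% = median luminescence of DMSO-only cell control wells on each plate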
H69AR growth 86K – growth inhibitors of human H69AR lung tumor cells; H69AR lung tumor viability, ATP luminescence, 72 h; hits give low values; viability, % at 10 µM; 85,000 tested, 6% active; AID 598;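 active = viability at or below 40%; inactive = viability above 40%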;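 also: multidrug resistant small cell line overexpressing MRP-1 efflux transporter; 100% = mean luminescence of untreated control wells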
Smad3 inh – blocks human Smad3 binding to FoxH1 peptide; P84022; TR-FRET Smad3/Dy647-FoxH1 peptide binding, europium anti-His; inhibition, % at 25 µM; 88,000 tested, 0.29% active; AID 630;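 active = compounds that reduce the energy-transfer binding signal between the protein and its labelled peptide by more than half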;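 also: 0% = Smad3 plus labelled peptide maximal FRET and 100% = peptide-only background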
Target sequence (P84022 whole entry, looked up): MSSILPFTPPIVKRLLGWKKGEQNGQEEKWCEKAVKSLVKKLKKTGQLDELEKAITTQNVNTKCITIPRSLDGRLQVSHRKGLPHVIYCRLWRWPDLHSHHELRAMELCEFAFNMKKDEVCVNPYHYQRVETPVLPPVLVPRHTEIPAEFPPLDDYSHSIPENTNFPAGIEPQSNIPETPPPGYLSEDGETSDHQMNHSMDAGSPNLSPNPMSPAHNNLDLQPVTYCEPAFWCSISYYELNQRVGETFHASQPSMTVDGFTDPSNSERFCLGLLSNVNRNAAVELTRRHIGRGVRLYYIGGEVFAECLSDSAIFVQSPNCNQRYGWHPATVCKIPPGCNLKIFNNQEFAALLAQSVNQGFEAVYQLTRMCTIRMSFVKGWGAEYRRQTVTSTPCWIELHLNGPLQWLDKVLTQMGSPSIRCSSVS
Lung fibro prol – blocks proliferation of human lung fibroblasts; LL 47 human lung fibroblast viability, ATP luminescence; hits give low values; viability, % at 10 µM; 85,000 tested, 1.1% active; AID 719;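 active = viability at or below 50% in the single dose screen; inactive = viability above 50%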;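 also: compound exposure lasted 72 h before the ATP readout; 100% = median luminescence of untreated cell-only wells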
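Benchmarks: Cell-only wells, no compound | Test system: LL 47 human lung fibroblasts, passage 12 or lower | Input: 1,150 cells/well | Measured by: CellTiter-Glo luminescence measuring cellular ATP | Medium: IMEM, 15% FBS supplement | Schedule: Overnight attachment after seeding, then 72 h compound exposure at 37 °C | Doses: Compound addition at 0.1% DMSO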
ERa coact pot – ER-alpha (human) coactivator binding potentiation | P03372 | TR-FRET ERalpha-LBD/SRC-Cy5 coactivator binding, 2 h; 100 = basal binding, no effect | coactivator binding (% of control), % at 25.6 µM | 86,000 tested, 1.3% active | AID 639; in the data active = activity above about 200%;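 also: binding measured in presence of low estradiol as agonist stimulus; 0% = peptide alone without receptor and 100% = receptor with peptide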
Candida biofilm – kills Candida albicans biofilms. C. albicans biofilm + clotrimazole, Alamar Blue. inhibition, % at 6 µM. AID 834. 85,000 tested, 0.14% active;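 active = inhibition above 20%; inactive = inhibition below 20%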;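 also: preformed 24 hr biofilms exposed to compound for 48 hr; 0% = biofilm without compound and 100% = blank killed by clotrimazole plus chlorhexidine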
sEH activator – soluble epoxide hydrolase (human) activation. P34913. AID 717. 91,000 tested, 0.04% active. purified human sEH enzymatic activity, activator screen. activation, % at 2 µM; in the data active = activation above about 37%; also: values of inactives mirror those of a sister screen read the other way
ERa coact inh – ER-alpha (human) coactivator binding inhibition. TR-FRET ER-alpha LBD / SRC-1 peptide, estradiol-bound. P03372. inhibition, % at 25.6 µM. 86,000 tested, 1.7% active; in the data active = inhibition above about 50%;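 also: 0% = receptor plus peptide control and 100% = peptide only without receptor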
ERb SRC1 inh – ER-beta (human) coactivator binding inhibition. inhibition, % at 25.6 µM. 86,000 tested, 1.3% active. AID 633. Q92731. TR-FRET ER-beta LBD / SRC1-Cy5 peptide binding; receptor agonist-loaded with 1 µM estradiol;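 active = compounds whose percent inhibition of the receptor-coactivator binding signal exceeds about 50% in the single-dose screen, limit read from the data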;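 also: 0% = receptor plus peptide wells without compound and 100% = peptide-only wells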
Target sequence (Q92731 whole entry, looked up, the tested form may be a part): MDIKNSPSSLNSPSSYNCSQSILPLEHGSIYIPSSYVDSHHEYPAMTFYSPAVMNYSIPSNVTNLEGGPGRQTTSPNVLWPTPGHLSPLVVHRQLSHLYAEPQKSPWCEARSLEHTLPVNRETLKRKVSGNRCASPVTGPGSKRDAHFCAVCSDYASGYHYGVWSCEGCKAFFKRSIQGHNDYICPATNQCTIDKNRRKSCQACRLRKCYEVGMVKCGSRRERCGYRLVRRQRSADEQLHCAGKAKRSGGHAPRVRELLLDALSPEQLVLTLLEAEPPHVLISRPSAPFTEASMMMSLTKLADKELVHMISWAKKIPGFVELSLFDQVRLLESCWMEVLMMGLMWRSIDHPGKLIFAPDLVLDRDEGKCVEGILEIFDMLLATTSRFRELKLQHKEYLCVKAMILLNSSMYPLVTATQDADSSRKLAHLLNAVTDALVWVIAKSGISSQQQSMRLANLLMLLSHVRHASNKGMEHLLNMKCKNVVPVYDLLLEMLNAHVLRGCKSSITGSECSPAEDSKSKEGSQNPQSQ
Numbers without * were called inactive; . = not tested or not shown; [ ] = another dose, or the depositor's remark.

Results follow in this order: HUVEC prolif 384, H69AR growth 86K, Lung fibro prol, ERb SRC1 inh, ERa coact pot, ERa coact inh, Candida biofilm, Smad3 inh, sEH activator
CCCS(=O)(=O)N1CCCC(C(=O)NCCN(C)Cc2ccccc2)C1 (stereo not drawn)
 : 89.7, 88.7, 92.8, -8.8, 125.7, -4.2, 2.9, -6.0, 21.3
COc1ccc(NC(=O)N2CCC(C(=O)c3ccc(F)cc3)CC2)cc1
 : 100.4, 88.4, 104.4, -12.2, 108.1, -1.0, 3.7, 5.8, -1.2
COc1cccc(N2CCN(c3ncccn3)CC2)c1
 : 110.0, 96.6, 100.4, -2.5, 338.2*[fluorescence artefact?], -2.3, 1.9, -9.9, .
Cc1ccnc(NS(=O)(=O)c2ccc(NC(=O)c3ccc(C)o3)cc2)n1
 : 98.0, 95.3, 100.3, -6.0, 106.0, 6.7, 4.5, 5.9, -1.4
COc1ccc2c(c1)OC(O)(C(F)(F)F)CC2=O (stereo not drawn)
 : 107.5, 89.6, 98.1, 7.1, 128.3, 10.5, ., 5.5, 6.0
COc1ccc(-c2noc(-c3ccccc3C(=O)NCc3ccco3)n2)cc1
 : 81.5, 79.0, 87.9, -9.6, 104.1, -11.3, 5.2, 3.5, 18.9
CCC(C)(C)NC(=O)C(OC(=O)c1cc2sccc2n1C)c1ccc(OC)cc1 (stereo not drawn)
 : 88.4, 96.0, 88.4, -1.3, 109.8, 0.9, 0.5, -11.6, 11.1
C=C(C)CSc1nnc2n(Cc3ccccc3)c(=O)c3c4c(sc3n12)CCC4
 : 74.2, 52.8, 94.0, 9.9[fluorescence artefact?], 93.3, -5.6[fluorescence artefact?], -5.4, -6.2, -1.2
COc1ccc(OC)c(NC2=NC3(CCCC3)N=C(N)N2)c1
 : 97.2, 98.3, 98.0, 12.3[fluorescence artefact?], 102.2, -13.4[fluorescence artefact?], -0.5, -16.1, 7.5
CC1(C)N=C(SCC(=O)Nc2ccc(Cl)cc2)C(c2ccccc2)=N1
 : 84.2, 50.3, 93.8, 3.4, 93.6, 1.0, -5.7, 1.4, -0.8
C=CCn1c(SCC(=O)NCc2ccco2)nc2sc3c(c2c1=O)CCCC3
 : 94.7, 96.9, 100.6, -6.2, 105.8, -5.0, 0.4, -9.6, -2.9
COc1ccccc1CN(Cc1nc2ccccc2c(=O)[nH]1)C(=O)Nc1ccccc1C
 : 80.5, 100.2, 97.0, 9.7, 112.8, -1.6, 0.7, 10.4, 1.3
CCOC(=O)N1CCN(C(=O)N2CCOCC2)CC1
 : 96.1, 84.4, 100.4, -25.0, 100.7, 3.8, 2.7, 15.5, 3.8
Cc1ccc(-n2c(SCC(N)=O)nnc2-c2ccccn2)cc1C
 : 99.2, 93.9, 94.7, -19.1, 112.7, -9.1, -3.2, 4.1, -7.0
NC(=O)N1CCN(C(=O)c2ccco2)CC1
 : 100.6, 97.8, 109.4, -5.7[fluorescence artefact?], 105.9, 3.6[fluorescence artefact?], -2.9, 1.1, 3.6
COc1cccc(-c2cc(C(=O)NC3CCCC3)no2)c1
 : 121.5, 80.2, 102.4, 14.7, 114.0, -1.0, 5.8, 10.0, 1.5
CCCC(O)(c1ccc(Cl)cc1)C(CN1CCOCC1)c1ccccc1 (stereo not drawn)
 : 105.8, 39.6*, 96.5, 4.5, 105.8, 3.9, 6.4, 2.8, -1.6
COC(=O)[C@H](CCSC)NC(=O)Nc1ccc(OC)cc1
 : 96.6, 90.9, 98.8, -12.4, 117.8, -5.4, -0.3, 3.0, -5.8
CCn1c(C)nc2cc(S(=O)(=O)C(F)F)ccc21
 : 91.7, 97.6, 93.3, -6.2, 110.2, 1.2, 8.4, -0.8, .
Cc1noc(C)c1S(=O)(=O)N(CCc1ccccc1)Cc1ccccc1
 : 86.4, 75.3, 92.8, -3.6, 110.1, 1.1, 5.4, 7.2, .
c1ccc2c(c1)oc1c(Nc3ccc(CN4CCOCC4)cc3)ncnc12
 : 5.4*, 3.5*, 97.9, 4.0[fluorescence artefact?], 86.4, -0.9, 3.0, -3.2, -7.1
COC(=O)c1ccc(NC(=O)C2CCCCC2C(=O)O)cc1 (stereo not drawn)
 : 99.0, 95.8, 108.0, -4.0, 99.0, -1.6, -3.1, -10.4, 9.7
C=C(C)Cn1c(=S)[nH]c2ccccc2c1=O
 : 98.0, 90.7, 105.7, -10.6, 109.7, -14.0, 3.9, 3.5, -9.2
CC1(C)Cc2c(C#N)c(OCC(=O)c3ccc(Cl)cc3)nc(-c3ccco3)c2CO1
 : 59.9, 57.6, 41.5*, -3.8, 104.3, -10.2, 3.0, 2.9[fluorescence artefact?], 5.7
Cc1ccc(S(=O)(=O)N2CCC(C(=O)Nc3ccc4c(c3)OCO4)CC2)cc1
 : 83.2, 69.7, 101.4, -5.8, 99.3, -7.5, 3.5, 7.5, -3.6
Cc1cc(C)n(-c2nc(-n3nc(C)cc3C)c3c4c(sc3n2)COC(C)(C)C4)n1
 : 105.8, 25.6*, 87.1, -13.6, 111.2, -6.8, 8.1, 10.8, -8.2
O=c1ccc2ccc(OCc3nnc(-c4ccccc4Br)o3)cc2o1
 : 95.3, 77.2, 105.9, 1.4[fluorescence artefact?], 117.7, 6.6[fluorescence artefact?], 5.9, -5.7, -5.9
CCOC(=O)c1sc(NC(=O)C(CC)Sc2nnc3c4ccccc4n(CC)c3n2)nc1C (stereo not drawn)
 : 86.3, 83.8, 102.5, -6.5, 122.0, -10.0, 1.2, 0.7, .
CCOC(=O)C1=C(CNCCc2ccc(Cl)cc2)NC(=O)NC1c1ccc2c(c1)OCO2 (stereo not drawn)
 : 93.8, 107.9, 94.7, -3.2, 88.8, 0.2, 5.9, 17.9[fluorescence artefact?], -3.1
CCOC(=O)C1CCN(c2ncnc3c2oc2ccc(Cl)cc23)CC1
 : 75.8, 91.3, 91.8, 21.1, 103.3, 28.6[fluorescence artefact?], -1.9, -10.3, -2.0

More results follow.
Results follow in this order: HUVEC prolif 384, H69AR growth 86K, Lung fibro prol, ERb SRC1 inh, ERa coact pot, ERa coact inh, Candida biofilm, Smad3 inh, sEH activator
N#Cc1cccc(NC(=O)CC2CCCCC2)c1
 : 96.5, 99.4, 100.8, 7.5, 78.5, 13.2, 2.3, 4.8, -28.9
Cc1ccc(Cl)cc1N1CCN(C(=O)C2CCN(S(=O)(=O)c3cccnc3)CC2)CC1
 : 91.7, 51.0, 94.7, 5.4, 110.8, -4.6, 11.0, 10.9, 23.5
CN1C(=O)CC(C(=O)O)SC1=Nc1cc(Cl)c(O)c(Cl)c1 (stereo not drawn)
 : 95.6, 90.9, 102.5, 53.8*, 43.4, 43.3, 4.8, 7.5, 7.4
Cc1ccc(NC(=O)CS(=O)CC(=O)N(c2ccc(C)cc2)C(C)C(=O)NC2CCCCC2)cc1 (stereo not drawn)
 : 80.6, 95.8, 92.6, 9.3, 105.3, -4.5, 2.6, 1.6, 4.5
CCC(C)N1CCN(C(=O)c2cccs2)CC1 (stereo not drawn)
 : 93.3, 94.0, 108.0, 1.4, 123.9, 15.9, -2.4, -11.8, 12.9
CCCN(CCC)CCNc1c(NC2CCN(C(=O)OCC)CC2)c(=O)c1=O
 : 107.7, 91.4, 98.3, -2.2, 106.7, -4.8, 11.4, -1.6, -2.5
c1cncc(-c2nnc3n2CCC3)c1
 : 104.1, 97.0, 97.5, 4.2, 125.0, -4.1, 6.1, -5.9, 7.1
CC1CCN(C(=O)c2cccc(S(=O)(=O)N3CCCCC3)c2)CC1
 : 97.9, 86.5, 95.6, -1.6, 94.5, 1.1, 9.2, 13.7, .
Cc1nn(C)c(C)c1N1C(=O)c2cccc3c(Br)ccc(c23)C1=O
 : 68.9, 63.4, 93.8, 20.1, 94.7[fluorescence artefact?], 2.6, -0.4, 3.6, -0.1
CC1(C)CC(O)C(CCC(O)c2ccccc2)C(C)(C)N1 (stereo not drawn)
 : 90.3, 101.8, 101.3, 1.7[fluorescence artefact?], 111.6, -0.7[fluorescence artefact?], 5.4, -4.2, 1.4
CCOc1ccc(NC(=O)CNC(=O)c2cn(-c3ccccc3OC)c(=O)c3ccccc23)cc1
 : 98.4, 104.0, 111.8, 2.9, 69.6, 1.5, 1.4, -13.8, 6.3
CC(C)C(c1nnnn1CCc1ccccc1)N1CCN(C(=O)c2ccco2)CC1 (stereo not drawn)
 : 97.3, 93.5, 95.9, -0.3, 118.5, -14.9, 4.0, -1.2, -0.5
O=C(C1CC1)N1CCc2cc(Br)cc(S(=O)(=O)NCCN3CCOCC3)c21
 : 92.8, 94.4, 101.9, 1.5, 101.5, 1.6[fluorescence artefact?], 0.4, -1.9, .
CC(=O)/C=C1/SC(CC(=O)O)C(=O)N1c1ccccc1 (stereo not drawn)
 : 95.0, 82.1, 112.6, -0.4, 101.2, 2.7, 9.1, 1.6, 4.0
Cc1cc(=O)oc(C)c1C(=O)OCC(=O)c1ccc(Cl)cc1
 : 101.3, 97.0, 106.8, -6.0, 106.2, -9.7, 5.5, -19.9, -15.4
Cc1cccc(N2CCN(C(=O)CCc3nc4ccccc4[nH]3)CC2C)c1 (stereo not drawn)
 : 110.5, 90.9, 100.6, -1.6, 124.7, -2.0, 7.5, 7.8, 2.2
Cc1cc(C)c2c3c(cn2n1)c(=O)n(C)c(=O)n3C
 : 93.2, 73.4, 98.7, -7.5, 97.2, -8.6, 8.6, 2.4, -3.2
COc1ccc(N2C(=O)C3CC(C)=C(C)CC3C2=O)c(OC)c1 (stereo not drawn)
 : 102.5, 103.2, 98.5, -13.3, 115.9, -5.7, 0.5, 2.6, -17.3
CN1C(=O)CS(=O)c2ccc(C(=O)NCCC3=CCCCC3)cc21 (stereo not drawn)
 : 91.6, 99.8, 95.9, -7.6, 104.3, -8.1, 21.2*, 6.2, -30.6

Compounds above containing an aryl thioether with sulfur outside any ring, in the order listed:
Results follow in this order: HUVEC prolif 384, H69AR growth 86K, Lung fibro prol, ERb SRC1 inh, ERa coact pot, ERa coact inh, Candida biofilm, Smad3 inh, sEH activator
C=C(C)CSc1nnc2n(Cc3ccccc3)c(=O)c3c4c(sc3n12)CCC4
 : 74.2, 52.8, 94.0, 9.9[fluorescence artefact?], 93.3, -5.6[fluorescence artefact?], -5.4, -6.2, -1.2
C=CCn1c(SCC(=O)NCc2ccco2)nc2sc3c(c2c1=O)CCCC3
 : 94.7, 96.9, 100.6, -6.2, 105.8, -5.0, 0.4, -9.6, -2.9
Cc1ccc(-n2c(SCC(N)=O)nnc2-c2ccccn2)cc1C
 : 99.2, 93.9, 94.7, -19.1, 112.7, -9.1, -3.2, 4.1, -7.0
CCOC(=O)c1sc(NC(=O)C(CC)Sc2nnc3c4ccccc4n(CC)c3n2)nc1C (stereo not drawn)
 : 86.3, 83.8, 102.5, -6.5, 122.0, -10.0, 1.2, 0.7, .

A portion of the library; count on the stated rates, not on these rows.
